Assay outcomes deposited in PubChem BioAssay by The Scripps Research Institute Molecular Screening Center.
TEAD-YAP block – TEAD-YAP interaction inhibition, primary screen, TEAD-YAP interaction inhibitor project, luminescence, HEK-TIYL cells. TEAD-Gal4/YAP UAS-luciferase luminescence. inhibition, % at 9.12 µM. actives 1.4% (n = 640,000); in the data active means inhibition above about 32%;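 further: 0% = median of test compound wells and 100% = reference inhibitor wells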
MITF primary – MITF inhibitors, primary screen, biochemical, AlphaScreen, human; Microphthalmia-associated transcription factor (Homo sapiens), O75030; AlphaScreen MITF homodimerization, bead proximity signal; inhibition, % at 2.6 µM; actives 0.91% (n = 650,000); AID 1259374, 2018; in the data active means inhibition above about 50%;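 further: 0% = vehicle wells with protein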
Target sequence (O75030 whole entry, looked up): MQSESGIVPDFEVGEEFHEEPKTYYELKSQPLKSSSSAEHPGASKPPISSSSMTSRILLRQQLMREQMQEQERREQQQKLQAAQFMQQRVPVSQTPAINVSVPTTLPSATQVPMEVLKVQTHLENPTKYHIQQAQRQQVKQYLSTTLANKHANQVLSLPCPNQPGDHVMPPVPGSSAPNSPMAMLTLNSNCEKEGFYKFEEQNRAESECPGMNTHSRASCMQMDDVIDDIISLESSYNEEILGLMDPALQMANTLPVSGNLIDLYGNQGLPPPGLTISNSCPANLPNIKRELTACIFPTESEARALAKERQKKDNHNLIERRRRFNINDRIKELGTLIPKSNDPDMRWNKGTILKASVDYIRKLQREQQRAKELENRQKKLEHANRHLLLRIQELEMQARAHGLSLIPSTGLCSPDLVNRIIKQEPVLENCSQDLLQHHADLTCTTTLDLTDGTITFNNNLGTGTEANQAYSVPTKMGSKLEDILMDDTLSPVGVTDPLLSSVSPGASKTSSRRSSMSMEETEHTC
FBW7 activator – FBW7 E3 ligase activators, primary screen, biochemical, AlphaScreen, human; F-box/WD repeat-containing protein 7 (Homo sapiens), Q969H0; AlphaScreen FBW7–phospho-cyclin E peptide binding, activator screen; normalized activity (activation), % at 26.1 µM; actives 0.13% (n = 650,000); in the data active means normalized activity above about 1.9%;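 further: purified mutant Fbw7 with reduced substrate affinity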
GPR151 ag – activators of human GPR151, primary screen, cell-based, PathHunter beta-arrestin, luminescence. G-protein coupled receptor 151 (Homo sapiens), Q8TDV0. activation, % at 11.2 µM. PathHunter beta-arrestin GPR151 cells. actives 1% (n = 650,000); in the data active means activation above about 4.9%;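 further: 0% = median of compound wells and 100% = cells with positive control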
Target sequence (Q8TDV0 whole entry, looked up): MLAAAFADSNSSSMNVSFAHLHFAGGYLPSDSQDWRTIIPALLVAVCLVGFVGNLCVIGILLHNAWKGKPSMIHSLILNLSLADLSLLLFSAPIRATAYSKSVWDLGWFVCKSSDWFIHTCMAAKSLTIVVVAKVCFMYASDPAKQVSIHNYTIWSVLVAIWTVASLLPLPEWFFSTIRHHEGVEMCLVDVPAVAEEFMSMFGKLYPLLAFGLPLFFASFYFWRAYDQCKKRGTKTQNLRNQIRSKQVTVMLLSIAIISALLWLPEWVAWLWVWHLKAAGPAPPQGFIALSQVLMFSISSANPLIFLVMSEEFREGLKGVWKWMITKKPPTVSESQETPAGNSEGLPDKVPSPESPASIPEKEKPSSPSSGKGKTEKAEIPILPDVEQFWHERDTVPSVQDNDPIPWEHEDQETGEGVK
The depositor's hits bear a star.

SMILES	TEAD-YAP block	MITF primary	FBW7 activator	GPR151 ag
COc1ccc(-c2nnc(SCCCN3C(=O)c4cccc5cccc(c45)C3=O)n2C)cc1OC	6	17	0.1	1.5
N#Cc1cc2cc3c(cc2nc1NCCNC(=O)Nc1ccccc1C(F)(F)F)OCO3	-1	7	0.0	0.9
CC(C)(C)n1nc2c(c1NC(=O)c1ccc(Br)cc1)CS(=O)(=O)C2	-1	3	0.0	2.2
c1ccc(CNc2ncnc3nc(-c4ccc(N5CCOCC5)nc4)[nH]c23)cc1	-28	-6	0.4	0.2
O=S(=O)(c1ccc(Cl)cc1)N1CCN(Cc2nnnn2-c2ccc(F)cc2)CC1	4	4	0.7	0.9
CCC(Sc1nnc(-c2ccc(OC)cc2)c(-c2ccc(OC)cc2)n1)C(=O)Nc1cccc(OC)c1 (centres undefined)	-8	19	0.2	-1.2
CCOc1ccc(N=c2scc(-c3ccc(Cl)s3)n2CCc2ccc(S(N)(=O)=O)cc2)cc1	-2	6	-0.4	0.2
CC1CCN(S(=O)(=O)c2ccc(F)c(C(=O)Nc3cc(Cl)ccc3Cl)c2)CC1	1	-3	-0.1	0.6
O=C(O)CCC(=O)Nc1nc2n(n1)C(c1ccccc1)CC(=O)N2 (centres undefined)	-1	-11	0.0	-0.6
COc1ccc(NC(=O)Nc2nnc(CC(=O)Nc3ccccc3C)s2)cc1	-2	-19	-0.1	1.4
Cc1nc([N+](=O)[O-])cn1CC(=O)C12CC3CC(CC(C3)C1)C2	-1	-3	-0.2	0.3
COc1ccc(OC)c(NC(=O)CCc2nnc3ccc(N4CCCCC4)nn23)c1	2	4	0.0	1.6
COc1cc(C(=O)Nc2nnc(-c3ccc(F)cc3)s2)cc(OC)c1OC	0	-2	-0.1	0.1
COC(=O)C1=CN(C2CCCC2)C=C(C(=O)OC)C1c1ccc(Br)cc1	4	-4	-0.1	2.9
N#CC1(c2ccccc2Cl)C(=O)Nc2ccccc21 (centres undefined)	8	0	0.0	-1.0
CCSc1nc2sccn2c(=O)c1C(=O)N(C)CC1OCCO1	-2	7	0.0	0.8
O=C(O)c1ccc2c(=O)n3c(nc2c1)/C(=C/c1ccsc1)CC3	-2	1	0.0	-1.0
Cc1[nH]nc2c1C(c1ccc3c(c1Cl)OCO3)C(C#N)=C(N)O2 (centres undefined)	8	-4	0.0	1.5
C=CCn1c(=O)[nH]c2cc(C(=O)N3CCN(c4ccc(C(C)=O)cc4)CC3)ccc2c1=O	14	-9	-0.1	2.0
NNC(=O)c1ccc(NS(=O)(=O)c2cccs2)cc1	-11	-3	0.0	2.2
CN(C)c1ccc(NC(=S)NC(=O)c2cccs2)cc1	-44	35	-0.5	-2.1
COc1cccc(C2C(C#N)=C(N)N(N3CCOCC3)C3=C2C(=O)CC(C)(C)C3)c1 (centres undefined)	-3	-14	-0.1	0.8
CCC(Sc1ccc2nnc(-c3ccccc3)n2n1)C(=O)OC (centres undefined)	1	10	0.8	-0.9
COc1cc(/C=N/Nc2ccc(F)cc2F)cc(OC)c1O	-3	1	0.3	-0.7

Reformatted: entries from further up
| SMILES | TEAD-YAP block | MITF primary | FBW7 activator | GPR151 ag |
| --- | --- | --- | --- | --- |
| COc1ccc(OC)c(NC(=O)CCc2nnc3ccc(N4CCCCC4)nn23)c1 | 2 | 4 | 0.0 | 1.6 |
| COc1cc(C(=O)Nc2nnc(-c3ccc(F)cc3)s2)cc(OC)c1OC | 0 | -2 | -0.1 | 0.1 |
| COC(=O)C1=CN(C2CCCC2)C=C(C(=O)OC)C1c1ccc(Br)cc1 | 4 | -4 | -0.1 | 2.9 |
| N#CC1(c2ccccc2Cl)C(=O)Nc2ccccc21 (centres undefined) | 8 | 0 | 0.0 | -1.0 |
| CCSc1nc2sccn2c(=O)c1C(=O)N(C)CC1OCCO1 | -2 | 7 | 0.0 | 0.8 |
| O=C(O)c1ccc2c(=O)n3c(nc2c1)/C(=C/c1ccsc1)CC3 | -2 | 1 | 0.0 | -1.0 |
| Cc1[nH]nc2c1C(c1ccc3c(c1Cl)OCO3)C(C#N)=C(N)O2 (centres undefined) | 8 | -4 | 0.0 | 1.5 |
| C=CCn1c(=O)[nH]c2cc(C(=O)N3CCN(c4ccc(C(C)=O)cc4)CC3)ccc2c1=O | 14 | -9 | -0.1 | 2.0 |
| NNC(=O)c1ccc(NS(=O)(=O)c2cccs2)cc1 | -11 | -3 | 0.0 | 2.2 |
| CN(C)c1ccc(NC(=S)NC(=O)c2cccs2)cc1 | -44 | 35 | -0.5 | -2.1 |
| COc1cccc(C2C(C#N)=C(N)N(N3CCOCC3)C3=C2C(=O)CC(C)(C)C3)c1 (centres undefined) | -3 | -14 | -0.1 | 0.8 |
| CCC(Sc1ccc2nnc(-c3ccccc3)n2n1)C(=O)OC (centres undefined) | 1 | 10 | 0.8 | -0.9 |
| COc1cc(/C=N/Nc2ccc(F)cc2F)cc(OC)c1O | -3 | 1 | 0.3 | -0.7 |

(listing goes on)
SMILES	TEAD-YAP block	MITF primary	FBW7 activator	GPR151 ag
CC12CCC(C(=O)Nc3ccc(Cl)c(Cl)c3)(C(=O)C1=O)C2(C)C (centres undefined)	13	7	0.0	0.2
Cc1ccc(C)c(-n2c(CNC(=O)c3ccc(S(=O)(=O)N(C)C)cc3)nnc2SCC(=O)Nc2nccs2)c1	2	9	0.0	-1.1
COc1ccc(/C=C/C2=NC(=C\c3cccc4ccccc34)/C(=O)O2)cc1	-7	0	-0.1	0.6
COc1cc2c(cc1OC)C(c1cc3cccc(C)c3[nH]c1=O)N(S(C)(=O)=O)CC2 (centres undefined)	5	-1	0.1	1.3
COCCNC(=O)c1ccc(N2CC3CC(C2)c2cccc(=O)n2C3)c(NS(=O)(=O)CC23CCC(CC2=O)C3(C)C)c1 (centres undefined)	1	1	-0.1	-0.1
C/C(=N\n1c(C)cc(C)c(C#N)c1=O)c1ccc(Br)cc1	5	2	-0.1	0.6
COc1ccc(C(CNC(=O)c2cc3ccccc3cc2OC)N(C)C)cc1OC (centres undefined)	4	8	-0.1	0.5
O=C(NC1CC(=O)N(c2cccc(F)c2)C1)C(c1ccccc1)c1ccccc1 (centres undefined)	0	12	1.0	-0.6
Nc1nc(-c2ccc(Cl)cc2)nn1C(=O)c1ccco1	0	4	0.1	-0.9
COc1cccc2cc(C(=O)Nc3cccc(C(F)(F)F)c3)c(=O)oc12	3	-18	-0.1	0.1
O=C(OC[C@@H]1CCCN2CCCC[C@H]12)c1cc2cc(Br)ccc2oc1=O	5	10	0.2	-0.6
COc1cc(Cl)c(C)cc1NC(=O)c1sc2nc(C)nc(N3CCN(c4ccccn4)CC3)c2c1C	0	3	-0.1	-0.7
CC(=O)c1ccc(NC(=O)c2cccc(NC(=O)c3ccccc3Cl)c2)cc1	-36	2	0.0	0.6
O=C(NCCNCc1ccc(F)cc1)c1ccco1	4	28	-0.1	0.1
Cc1ccc(N2C(=O)CC(Sc3nc4c(cc3C#N)CCCCCC4)C2=O)cc1 (centres undefined)	3	1	-0.1	0.4
COc1cc(=O)[nH]c(SCC(=O)NC2CCCCC2)n1	-3	13	0.2	0.7
COCCN(C(=O)Cc1ccc(F)cc1)C1CCN(c2nc(C)cc(C)n2)CC1	11	-2	-0.2	1.4
CCOC(=O)c1c(NC(=O)CN2CCN(CC)CC2)sc(C)c1C	5	86*	-0.5	-1.0
CC(C)n1cnc2c(NCCCN3CCCC3=O)nc(Nc3ccncc3)nc21	-4	8	0.1	0.7
CCC(C)NC(=O)CN(c1ccc(Cl)c(C(F)(F)F)c1)S(C)(=O)=O (centres undefined)	-5	5	0.0	0.5
O=C(COc1ccc(Cl)cc1)NNC(=O)c1ccccc1[N+](=O)[O-]	9	-16	-0.2	1.0
Cc1cc(C)cc(NC(=O)CSc2ncccn2)c1	-12	6	0.0	-0.4
CC(=O)NCCn1c(SCc2cccc([N+](=O)[O-])c2)nc2ccccc2c1=O	8	13	0.2	0.8
O=C(O)CN1C(=O)/C(=C2/OC(=O)c3ccccc32)SC1=S	-3	1	0.0	-2.7
O=C1C2C(c3ccccc3)C=CC(c3ccccc3)C2C(=O)N1c1cccc(Br)c1 (centres undefined)	2	-1	-0.1	-1.1
COc1ccc(C2C(C(=O)Nc3ccc(OC)cc3OC)CCC(=O)N2c2ccc(OC)cc2)cc1 (centres undefined)	10	-9	0.1	1.1
O=C(CS(=O)(=O)c1ccccc1)Nc1ccc(Cl)c(Cl)c1	-5	2	0.1	0.0
CCN(c1ncnc(N)c1[N+](=O)[O-])C1CCCCC1	51*	21	-0.3	0.2
CCOc1ccc(NC(=S)N(Cc2ccccc2)Cc2ccccc2)cc1	-4	-11	-0.1	0.8
OC1(c2ccc3c(c2)OCCO3)CN(c2ccc(Cl)cc2)C2=[N+]1CCCC2 (centres undefined)	-1	1	0.0	0.0
CCOC(=O)c1ccccc1NC(=O)c1sc(NC(=O)Cc2ccc(OC)cc2)c(C(=O)OCC)c1C	5	19	1.2	-0.3
C=C(C)c1cccc(C(C)(C)NC(=O)Nc2ccccc2OC)c1	12	-2	0.2	0.7
O=C(c1ccc(N2CCNCC2)cc1)c1cccc(F)c1	-7	4	0.0	1.0
CC(=O)OCc1cc(OC(=O)c2ccccc2)ccc1O	2	3	0.3	0.5
COCCn1c(=S)[nH]c2cc(C(=O)N3CCN(Cc4ccc5c(c4)OCO5)CC3)ccc2c1=O	2	8	0.0	-0.7
COC(=O)COc1ccc(C=C2C(=O)NC(=O)NC2=O)cc1Br	12	10	0.0	-0.7
CC(=O)c1cc(C)ccc1OC(=O)c1cccnc1	3	5	0.1	-0.3
CCCn1c(C(O)c2ccc(OC)c(OC)c2)nc2ccccc21 (centres undefined)	8	2	-0.1	2.4
Cc1ccc(NC(=O)c2nnn(Cc3ccc(F)cc3)c2N)cc1	-21	-7	-0.1	-0.3
CCOc1ccc2ncc(C(=O)c3ccc(OC)cc3)c(N3CCOCC3)c2c1	-12	10	-0.1	-1.1
CCOc1cc(/C=c2\sc3nc4ccccc4n3c2=O)ccc1OCc1ccccc1F	-8	-9	0.0	-1.3
CC(=O)c1cc2c(nc1C)sc1c(N)nc(N)nc12	2	-8	-0.2	-2.4
CC(=O)c1cccc(NC(=O)CCNc2c(N3CCCC3)c(=O)c2=O)c1	5	12	0.1	0.2
COc1ccc(C2C3=C(Nc4[nH]c(=O)[nH]c(=O)c42)c2ccccc2C3=O)cc1 (centres undefined)	56*	21	-0.3	-1.6
COc1ccccc1NC(=O)CC1SC(=N)N(c2ccccc2)C1=O (centres undefined)	5	1	-0.1	0.3
O=C(Nc1ccc2c(c1)OCO2)C1CC12CCN(C(=O)c1ccc(-n3ccnc3)cc1)CC2 (centres undefined)	4	-9	0.0	2.5
COC(=O)C(CCSC)NC(=O)c1ccc(F)cc1 (centres undefined)	5	13	0.3	-1.4
COc1ccccc1Cn1c(SCc2ccccc2Cl)nc2cc(C(=O)N3CCC4(CC3)OCCO4)ccc2c1=O	0	-14	0.0	-0.8
COc1ccc(C(=O)C(C)OC(=O)CC(C)n2nc(C)cc2C)cc1 (centres undefined)	9	8	0.1	-1.8
COc1ccc(-n2ccc(-c3sc(NCc4ccncc4)nc3C)n2)cc1	8	-1	-0.1	-0.7
c1ccc(Cn2c(SCc3nc4ccccc4[nH]3)nc3ccccc32)cc1	-27	0	0.6	-1.0
CC1CN(C=O)c2ccccc2N(Cc2ccccc2)C1=O (centres undefined)	-3	3	0.1	0.2
O=S(=O)(c1ccc(I)cc1)N1CCN(c2ccccc2)CC1	1	11	0.2	1.0
CCOC(=O)C1=C(C)N=c2s/c(=C/c3cc(OC)c(O)cc3Br)c(=O)n2C1c1ccccc1 (centres undefined)	16	-5	-0.2	2.6
CCOC(=O)c1c(NC(=O)C(C)Sc2nnc(CNC(=O)c3cccs3)n2-c2cccc(C)c2C)sc2c1CCCC2 (centres undefined)	8	-1	0.1	0.0
Cc1cc(C)nc(Nn2c(=S)[nH]c3ccccc3c2=O)n1	13	17	-0.1	-1.9
CCCCc1ccc(-c2nc(C=Nc3ccccc3C#N)c(O)o2)cc1	-8	-1	0.0	-0.9
O=C1N/C(=C/c2ccc(Oc3ccc([N+](=O)[O-])cn3)cc2)C(=O)N1Cc1ccc(F)cc1	11	15	0.7	-0.5
Cc1ccc2nc3sc(C(=O)Nc4c(C)[nH]c(=O)[nH]c4=O)c(N)c3cc2c1	0	0	0.3	1.0
COc1ccc(CCNC(=O)c2ccc3c(c2)NC(=O)C(CSCc2ccc(F)cc2Cl)N3)cc1OC (centres undefined)	0	16	0.7	-0.6

Later entries:
SMILES	TEAD-YAP block	MITF primary	FBW7 activator	GPR151 ag
O=C(Nc1ccccc1Oc1ccccc1)c1ccc(C2CCCCC2)cc1	-11	-1	-0.1	0.5
O=C(Nc1nnc(CCS(=O)(=O)c2ccc(Br)cc2)s1)C1CCCCC1	2	13	0.1	0.7
CCc1sc(C(=O)NCc2ccco2)cc1Br	-7	14	0.1	0.9
CCOC(=O)c1sc(NC(=O)c2ccc(C(C)=O)cc2)nc1-c1ccccc1	6	-9	0.1	0.8
CCc1ccc(OCCOCC(O)CN2CCN(Cc3ccccc3)CC2)cc1 (centres undefined)	-6	-6	0.1	-1.2
O=c1c2oc3ccccc3c2ncn1Cc1cccc(F)c1	4	-2	0.3	-0.7
CCC(=O)Nc1sc2c(c1C(=O)Nc1ccccc1C)CCCCC2	-6	8	0.0	0.0
O=C(CC1S/C(=N/N=C/c2ccc(C(=O)O)cc2)NC1=O)Nc1cccc2ccccc12 (centres undefined)	12	-4	0.1	-0.6
Cc1cccc(C(=O)NCCCN2CCN(CCCNC(=O)c3cccc(C)c3)CC2)c1	0	2	0.0	2.0
